PglD DTNB: blocks C. jejuni PglD acetyltransferase activity | purified PglD enzyme, DTNB colorimetric CoA detection | inhibition, % at 12.5 µM | 360,000 compounds, 0.098% hits; in the data active = inhibition above about 16%, passing the limit was not always enough; inconclusive = no clear call, values can overlap the other calls; note: strong numbers were not always called active
S100A4 MyoIIA: S100A4-myosin IIA interaction inhibition. P26447. S100A4/TAMRA-MyoIIA peptide fluorescence polarization. inhibition, % at 10.7 µM. 360,000 compounds, 0.14% hits;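 active = mean inhibition of at least 70% across replicates, with every replicate also reaching that level; inconclusive = mean inhibition reaches 70% but some replicates fall short; inactive = mean inhibition below 70%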
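Material: human S100A4 monomer with TAMRA-labelled myosin IIA peptide; buffer or medium: HEPES pH 7.2 with CaCl2, KCl, NaCl, DTT, Triton; compound dosing: one concentration per compound; schedule: 5 min incubation before reading; benchmarks: neutral control DMSO, positive control TFP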
ERp5 inh: inhibitors of human ERp5 | ERp5 insulin aggregation, absorbance 650 nm, 90 min | inhibition, % at 9.99 µM | 350,000 compounds, 0.05% hits | AID 651711;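 active = mean replicate inhibition above about 25%, with every replicate also reaching it, limit read from the data, passing the limit was not always enough; inconclusive = only one of those two criteria met; inactive = neither criterion met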
Target sequence (Q15084 whole entry, looked up): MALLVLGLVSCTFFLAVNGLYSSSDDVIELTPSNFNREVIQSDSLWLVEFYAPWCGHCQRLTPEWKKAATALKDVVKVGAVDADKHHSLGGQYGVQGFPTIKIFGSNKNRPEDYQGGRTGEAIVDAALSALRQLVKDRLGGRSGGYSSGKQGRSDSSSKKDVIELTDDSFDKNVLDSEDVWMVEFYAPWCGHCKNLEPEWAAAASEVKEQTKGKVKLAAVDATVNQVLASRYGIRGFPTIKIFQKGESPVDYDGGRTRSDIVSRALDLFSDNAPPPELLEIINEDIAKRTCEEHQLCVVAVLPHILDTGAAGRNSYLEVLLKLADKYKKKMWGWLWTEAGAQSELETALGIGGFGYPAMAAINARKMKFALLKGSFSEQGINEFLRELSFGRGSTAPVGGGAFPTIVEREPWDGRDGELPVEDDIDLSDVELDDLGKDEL
Statin myotox sup: protects C2C12 myotubes from simvastatin toxicity | ATP luminescence, 48 h; scaled: DMSO 0, geranylgeraniol control 100 | rescue of ATP level, % at 7.49 µM | 330,000 compounds, 0.78% hits;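 active = mean ATP rescue above about 67%, or every replicate alone reaching that limit, limit read from the data, passing the limit was not always enough; inconclusive = no clear call, values can overlap the other calls; inactive = mean under the limit and some replicate under it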;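 note: myotubes were challenged with 10 µM simvastatin during compound exposure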
E-sel inducer: E-selectin induction on HUVECs; HUVEC E-selectin immunofluorescence imaging; normalized: neutral wells 0, TNF-alpha wells 100; activation, % at 7.58 µM; 260,000 compounds, 0.37% hits; AID 686992;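 active = mean E-selectin-positive cell signal at least 10% of the positive control, reached in at least 60% of replicates, without over 20% cell loss; inconclusive = no rule given, readout overlaps actives, possibly toxicity-flagged; inactive = the rest, including those meeting only one limit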;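 note: in these data hits start at about 27%; measured in HUVEC primary endothelial cells; signal is the percent of cells scored E-selectin positive by PE staining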
Target sequence (P16581 whole entry, looked up): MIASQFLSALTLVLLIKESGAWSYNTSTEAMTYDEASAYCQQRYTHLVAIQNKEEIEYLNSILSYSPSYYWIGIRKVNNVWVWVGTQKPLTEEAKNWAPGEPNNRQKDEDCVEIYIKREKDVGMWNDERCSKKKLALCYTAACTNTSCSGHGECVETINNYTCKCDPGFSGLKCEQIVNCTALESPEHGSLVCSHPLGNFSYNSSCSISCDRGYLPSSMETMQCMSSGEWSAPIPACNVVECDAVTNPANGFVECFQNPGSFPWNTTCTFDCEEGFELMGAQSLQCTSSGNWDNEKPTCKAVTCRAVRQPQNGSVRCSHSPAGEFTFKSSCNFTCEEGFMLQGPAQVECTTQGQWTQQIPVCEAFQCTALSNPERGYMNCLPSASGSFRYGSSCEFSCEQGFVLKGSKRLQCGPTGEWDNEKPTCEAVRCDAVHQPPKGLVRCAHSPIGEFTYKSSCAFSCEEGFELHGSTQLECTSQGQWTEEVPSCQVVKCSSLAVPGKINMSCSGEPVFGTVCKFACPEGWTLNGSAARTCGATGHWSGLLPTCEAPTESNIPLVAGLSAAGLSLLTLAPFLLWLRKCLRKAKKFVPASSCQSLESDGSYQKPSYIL
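Assay system: HUVEC, human umbilical vein endothelial cells / Amount: 3,000 HUVEC/well / Controls: TNF-alpha positive control, DMSO neutral control / Compound dosing: single concentration / Medium: EGM-2 over gelatin coat / Evaluation: percent E-selectin-positive cells / Signal: immunofluorescence imaging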
SIRT5 inh: inhibitors of human sirtuin-5 desuccinylase; Q9NXA8; Purified SirT5, succinyl-peptide AMC, trypsin-coupled fluorescence; inhibition, % at 15 µM; 330,000 compounds, 1.1% hits; AID 652115; in the data active = inhibition above about 15%; inconclusive = no clear call, values can overlap the other calls
DENV2 CPE rescue: inhibitors of DENV2 cytopathic effect. AID 651640. 350,000 compounds, 1.7% hits. CPE inhibition, % at 9.99 µM. DENV2-infected cells, cytopathic effect rescue, plate reader; in the data active = CPE inhibition above about 20%, passing the limit was not always enough; inconclusive = no clear call, values can overlap the other calls; tested in BHK-21 cells;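 note: 0% = median of neutral control wells and 100% = median of positive control wells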
Starred values were filed as active, the others as inactive. A portion of the library; the hit share may differ from the screen's.

Results for COc1cc2c(cc1OC)CN(C(=O)/C=C/c1cc(OC)c(OC)c(OC)c1)CC2 ?
PglD DTNB: -3; S100A4 MyoIIA: 4; ERp5 inh: 1; Statin myotox sup: 5; SIRT5 inh: -7; DENV2 CPE rescue: -9

What do the screens show for `O=C(NCc1ccc2c(c1)OCO2)C1CCCN1S(=O)(=O)c1ccc(Cl)cc1` (configuration not stated)?
S100A4 MyoIIA: 0; ERp5 inh: 2; E-sel inducer: -1.0; SIRT5 inh: -3; DENV2 CPE rescue: 14

Results for COC(=O)N/N=C(\C)c1ccco1 ?
S100A4 MyoIIA: 1; ERp5 inh: -4; SIRT5 inh: -1; DENV2 CPE rescue: -1

How did C[C@@H]1CN([C@@H](C)CO)C(=O)c2cc(NC(=O)c3ccccc3)ccc2O[C@@H](C)CCCCO[C@@H]1CN(C)S(=O)(=O)c1ccc(Cl)cc1 do in these assays?
PglD DTNB: 0; S100A4 MyoIIA: 5; ERp5 inh: 7; E-sel inducer: 1.4; SIRT5 inh: -4; DENV2 CPE rescue: -2

What do the screens show for `O=C(Nc1ccc2c(c1)[C@H]1C[C@H](CC(=O)N3CCCCC3)O[C@H](CO)[C@H]1O2)C1CCC1`?
PglD DTNB: 3; S100A4 MyoIIA: -5; ERp5 inh: 2; Statin myotox sup: 9; E-sel inducer: -0.3; SIRT5 inh: 4; DENV2 CPE rescue: -1

What do the screens show for `O=C(Cc1ccccc1)Nc1ccc(NC(=O)c2cccs2)c(Cl)c1`?
PglD DTNB: -4; S100A4 MyoIIA: -6; ERp5 inh: -19; Statin myotox sup: -2; SIRT5 inh: -4; DENV2 CPE rescue: 2

How did COc1cccc(/C=N/NC(=O)CNC(=O)c2cccnc2)c1O do in these assays?
PglD DTNB: 0; S100A4 MyoIIA: -4; ERp5 inh: 3; Statin myotox sup: 0; E-sel inducer: 0.6; SIRT5 inh: -5; DENV2 CPE rescue: 1

Results for Cc1ccc(NC(=O)CN(C)C(=O)Cc2c[nH]c3ccccc23)cc1 ?
PglD DTNB: -1; S100A4 MyoIIA: 4; ERp5 inh: 2; Statin myotox sup: 16; SIRT5 inh: 1; DENV2 CPE rescue: 0

Results for CC(C)NC(=O)Nc1ccc2c(c1)C(=O)N([C@@H](C)CO)C[C@@H](C)[C@H](CN(C)C(=O)Nc1ccc(C(F)(F)F)cc1)OCCCC[C@@H](C)O2 ?
PglD DTNB: -4; S100A4 MyoIIA: -11; ERp5 inh: -1; E-sel inducer: 0.4; SIRT5 inh: 2; DENV2 CPE rescue: inconclusive

Results for Cc1ccc2c(cnn2C(=O)CCC(=O)NCc2ccccc2Cl)c1 ?
PglD DTNB: 1; S100A4 MyoIIA: -2; ERp5 inh: 2; Statin myotox sup: -1; E-sel inducer: 0.1; SIRT5 inh: -3; DENV2 CPE rescue: 2

What do the screens show for `COc1ccccc1CN1CC(C(=O)NCCc2ccc(C)o2)CCC1=O` (configuration not stated)?
PglD DTNB: 0; S100A4 MyoIIA: -12; ERp5 inh: -4; Statin myotox sup: -2; SIRT5 inh: -4; DENV2 CPE rescue: -4

How did Cc1cccc(N=C/C(C(=O)C(F)(F)F)=C(\O)c2ccco2)c1 do in these assays?
PglD DTNB: -16; S100A4 MyoIIA: 1; ERp5 inh: 5; Statin myotox sup: 11; E-sel inducer: -0.1; SIRT5 inh: -1; DENV2 CPE rescue: 1

How did COc1ccc(NC(=O)Nc2ccc3c(c2)CC(=O)N([C@@H](C)CO)C[C@H](C)[C@@H](CN(C)S(=O)(=O)c2cccs2)O3)cc1 do in these assays?
PglD DTNB: 4; S100A4 MyoIIA: -19; ERp5 inh: -1; Statin myotox sup: -32; E-sel inducer: 0.0; SIRT5 inh: -1; DENV2 CPE rescue: inconclusive

What do the screens show for `COCC1CCCCN1C(=O)c1ccc2oc(CCc3ccccc3)nc2c1` (configuration not stated)?
PglD DTNB: -1; S100A4 MyoIIA: 3; ERp5 inh: 6; Statin myotox sup: -3; E-sel inducer: 0.1; SIRT5 inh: -1; DENV2 CPE rescue: 15

How did COc1ccc(S(=O)(=O)Nc2ccc3c(c2)C(=O)N([C@H](C)CO)C[C@@H](C)[C@@H](CN(C)S(=O)(=O)c2ccc(Cl)cc2)OCCCC[C@@H](C)O3)cc1 do in these assays?
PglD DTNB: -1; S100A4 MyoIIA: -1; ERp5 inh: 5; E-sel inducer: 0.3; SIRT5 inh: 11; DENV2 CPE rescue: 9

What do the screens show for `C[C@@H]1CCCCO[C@@H](CN(C)C(=O)C2CCCCC2)[C@H](C)CN([C@H](C)CO)C(=O)c2cc(NC(=O)Cc3ccccc3)ccc2O1`?
PglD DTNB: -1; S100A4 MyoIIA: -7; ERp5 inh: 1; Statin myotox sup: 17; E-sel inducer: -0.1; SIRT5 inh: 4; DENV2 CPE rescue: -2

How did COc1ccc(S(=O)(=O)Nc2ccc3c(c2)CC(=O)N([C@H](C)CO)C[C@H](C)[C@H](CN(C)C(=O)Nc2ccc(F)cc2)O3)cc1 do in these assays?
PglD DTNB: -1; Statin myotox sup: -6; E-sel inducer: -6.2; DENV2 CPE rescue: 1

What do the screens show for `COc1ccc(NC(=O)C(C)N2c3cccc4cccc(c34)S2(=O)=O)c(OC)c1` (configuration not stated)?
PglD DTNB: -1; S100A4 MyoIIA: 1; ERp5 inh: -1; Statin myotox sup: 2; SIRT5 inh: -10; DENV2 CPE rescue: 5

What do the screens show for `C[C@H]1CN([C@@H](C)CO)S(=O)(=O)c2ccc(-c3cccnc3)cc2O[C@@H]1CN(C)C(=O)NC1CCCCC1`?
PglD DTNB: 0; S100A4 MyoIIA: -3; ERp5 inh: -3; Statin myotox sup: 4; E-sel inducer: 0.7; SIRT5 inh: -4; DENV2 CPE rescue: 8

Results for N#CCCN(CCC#N)C(=O)C1c2ccccc2Oc2ccccc21 ?
PglD DTNB: 5; S100A4 MyoIIA: 131*; ERp5 inh: 3; Statin myotox sup: 5; E-sel inducer: 0.0; SIRT5 inh: -1; DENV2 CPE rescue: 8

What do the screens show for `O=C(Cn1cnc2c(nnn2Cc2ccccc2)c1=O)N1CCN(c2ccccc2)CC1`?
PglD DTNB: 4; S100A4 MyoIIA: -16; ERp5 inh: 2; Statin myotox sup: 1; E-sel inducer: -0.5; SIRT5 inh: 0; DENV2 CPE rescue: 8

What do the screens show for `O=C(NN=C1CCCC1)c1sc2ccccc2c1Cl`?
S100A4 MyoIIA: -3; ERp5 inh: 2; E-sel inducer: 1.9; SIRT5 inh: -1; DENV2 CPE rescue: 1

How did O=C(C[C@H]1CC[C@H](NS(=O)(=O)c2ccccc2)[C@H](CO)O1)NCc1ccccc1F do in these assays?
PglD DTNB: -2; S100A4 MyoIIA: -1; ERp5 inh: -3; Statin myotox sup: 2; E-sel inducer: -0.4; SIRT5 inh: 0

What do the screens show for `Cc1cc(CN(C)C(=O)c2cc(COc3ccc(C)c(C)c3)on2)on1`?
PglD DTNB: 0; S100A4 MyoIIA: -6; ERp5 inh: -1; Statin myotox sup: 4; E-sel inducer: -0.2; SIRT5 inh: -3; DENV2 CPE rescue: 1

The final 2 compounds of the section above open the next one.
How did O=C(C[C@H]1CC[C@H](NS(=O)(=O)c2ccccc2)[C@H](CO)O1)NCc1ccccc1F do in these assays?
PglD DTNB: -2; S100A4 MyoIIA: -1; ERp5 inh: -3; Statin myotox sup: 2; E-sel inducer: -0.4; SIRT5 inh: 0

What do the screens show for `Cc1cc(CN(C)C(=O)c2cc(COc3ccc(C)c(C)c3)on2)on1`?
PglD DTNB: 0; S100A4 MyoIIA: -6; ERp5 inh: -1; Statin myotox sup: 4; E-sel inducer: -0.2; SIRT5 inh: -3; DENV2 CPE rescue: 1

What do the screens show for `Fc1ccc(CNCc2cccc(Br)c2)cc1`?
PglD DTNB: -8; S100A4 MyoIIA: 5; ERp5 inh: 3; Statin myotox sup: -1; E-sel inducer: 0.5; SIRT5 inh: -7; DENV2 CPE rescue: -4

Results for CCCC#Cc1ccc([C@H]2[C@@H](CO)N3C(=O)CN(C(=O)CN4CCOCC4)C[C@H]23)cc1 ?
S100A4 MyoIIA: -7; ERp5 inh: -2; E-sel inducer: -0.1; SIRT5 inh: -2; DENV2 CPE rescue: 3

Results for C/C=C/c1cnc2c(c1)C(=O)N([C@H](C)CO)C[C@H](C)[C@@H](CN(C)Cc1ccc3c(c1)OCO3)O2 ?
PglD DTNB: 1; S100A4 MyoIIA: -5; ERp5 inh: -1; Statin myotox sup: 2; E-sel inducer: 2.3; SIRT5 inh: -7; DENV2 CPE rescue: 7

Results for COc1ccc(/C=C(/NC(=O)c2ccccc2)C(=O)N2CCCC2)cc1 ?
PglD DTNB: 58*; S100A4 MyoIIA: -4; ERp5 inh: -4; Statin myotox sup: -4; E-sel inducer: 1.0; SIRT5 inh: 2; DENV2 CPE rescue: -2

What do the screens show for `COc1ccc(N(CC(=O)Nc2cccc(C(F)(F)F)c2)S(=O)(=O)c2c(C)[nH]c(=O)[nH]c2=O)cc1`?
PglD DTNB: -9; S100A4 MyoIIA: -2; ERp5 inh: 3; Statin myotox sup: 5; SIRT5 inh: 0; DENV2 CPE rescue: 7

How did Cc1ccc(/C=C(\NC(=O)c2ccccc2)C(=O)NCCN2CCOCC2)o1 do in these assays?
PglD DTNB: -2; S100A4 MyoIIA: 2; ERp5 inh: -6; Statin myotox sup: 1; E-sel inducer: 1.3; SIRT5 inh: 2; DENV2 CPE rescue: 16

What do the screens show for `C[C@H]1CN([C@@H](C)CO)S(=O)(=O)c2ccc(C#CC3CC3)cc2O[C@@H]1CN(C)C(=O)CC1CC1`?
PglD DTNB: 6; S100A4 MyoIIA: 2; ERp5 inh: -1; Statin myotox sup: 26; E-sel inducer: 0.2; SIRT5 inh: -2; DENV2 CPE rescue: 1

What do the screens show for `CC1=C(C(=O)N(C)C)CC(CC(=O)NCCCCc2ccccc2)C(=O)N1CCCN1CCCC1=O` (configuration not stated)?
PglD DTNB: 1; S100A4 MyoIIA: 0; ERp5 inh: 0; Statin myotox sup: -4; SIRT5 inh: 4; DENV2 CPE rescue: -7

Results for CS(=O)(=O)Nc1ccc(C2=NN(C(=O)c3ccco3)C(c3cccc(F)c3)C2)cc1 (configuration not stated) ?
PglD DTNB: -3; S100A4 MyoIIA: 2; ERp5 inh: 2; Statin myotox sup: 37; SIRT5 inh: -2; DENV2 CPE rescue: -6

Results for COc1cccc2sc(Nc3nnc(-c4ccc(F)cc4)o3)nc12 ?
PglD DTNB: 2; S100A4 MyoIIA: 8; ERp5 inh: 2; Statin myotox sup: 6; E-sel inducer: 6.6; DENV2 CPE rescue: -4

What do the screens show for `N#Cc1ccc(-c2ccc([C@H]3[C@H]4CN(C(=O)C5CCCC5)CC(=O)N4[C@H]3CO)cc2)cc1`?
S100A4 MyoIIA: -3; ERp5 inh: 1; E-sel inducer: -0.1; SIRT5 inh: 4; DENV2 CPE rescue: -3

What do the screens show for `CCCN(C)C[C@@H]1OCCCC[C@@H](C)Oc2ccc(NS(=O)(=O)c3ccc(Cl)cc3)cc2C(=O)N([C@@H](C)CO)C[C@@H]1C`?
PglD DTNB: 0; S100A4 MyoIIA: 44; ERp5 inh: -3; Statin myotox sup: 2; E-sel inducer: -0.2; SIRT5 inh: 3; DENV2 CPE rescue: 0

How did O=C(COc1ccc(F)cc1)N1CCCc2ccccc21 do in these assays?
PglD DTNB: -2; S100A4 MyoIIA: -3; ERp5 inh: 6; Statin myotox sup: 9; SIRT5 inh: -2; DENV2 CPE rescue: 4

Results for O=S(=O)(NC(=NC1CCCCC1)c1ccccc1)c1ccccc1 ?
PglD DTNB: 0; S100A4 MyoIIA: -6; ERp5 inh: -1; Statin myotox sup: 0; E-sel inducer: -0.1; SIRT5 inh: -2; DENV2 CPE rescue: -3

What do the screens show for `COc1cc(C(=O)N2CCCC(C)(C(=O)NS(=O)(=O)C3CC3)C2)cc(OC)c1OC` (configuration not stated)?
PglD DTNB: 6; S100A4 MyoIIA: -5; ERp5 inh: 2; Statin myotox sup: 13; E-sel inducer: 2.0; SIRT5 inh: 4; DENV2 CPE rescue: -1
